Screening data deposited in PubChem BioAssay by National Center for Advancing Translational Sciences (NCATS).
KB-3-1 cytotox: KB-3-1 parental cell cytotoxicity | KB-3-1 viability, CellTiter-Glo ATP luminescence, 72 h | Potency, µM (titrated, usually from 46.1 µM), for the others: top-dose activity change, negative = cytotoxic, most hits filed as cytotoxic | 400,000 compounds, 1.4% hits; further: potency means the concentration at half of the fitted maximal effect; on the % scale 0 is the no-effect control and ±100 the full control effect; nearly all actives have a fitted effect of over 60% in size
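Parental KB-3-1 viability, qHTS format: 72 h compound exposure, 37 °C; CellTiter-Glo; media-only wells and DMSO plates as controls; concentration-effect fits on corrected data.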
HT1080 IDH1KD tx: HT-1080 IDH1 knockdown cell toxicity (counter line); 360,000 compounds, 2% hits; HT-1080 IDH1 knockdown viability, ATP luminescence, 48 h; Potency, µM (series often up to 46.1 µM), for the others: at the top dose activity, negative = toxicity, most hits filed as cytotoxic;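 further: potency means the concentration at half of the fitted maximal effect; 0% = DMSO wells and -100% = cell-free medium wells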
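Viability of IDH1-knockdown HT-1080 fibrosarcoma cells was assessed by CellTiter-Glo after 48 h at 37 °C with titrated compound; concentration-effect curves were classified by fit quality and response size.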
HT1080-NT tox: kills 2HG-producing HT-1080-NT fibrosarcoma cells. Potency, µM (highest dose often 46.1 µM), for inactives: at the highest dose activity, negative = less viability, usual class: cytotoxic. HT-1080-NT fibrosarcoma viability, CellTiter-Glo ATP luminescence, 48 h. 360,000 compounds, 1.6% hits;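 further: NT is the 2HG producing partner of a matched IDH1 knockdown line; potency means the concentration at half of the fitted maximal effect; 0% = DMSO-treated cells and -100% = media-only wells without cells; nearly all actives have a fitted effect of over 55% in size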
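HT-1080-NT fibrosarcoma cells (2HG-overproducing), 750 cells/well in RPMI with 5% FBS, dosed after 2 h and incubated 48 h at 37C. CellTiter-Glo luminescence normalized to DMSO and no-cell wells; concentration-response curves fitted and classed.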
IL-1B inflam inh: blocks inflammasome-driven IL-1 beta release; THP-1 LPS/ATP IL-1B secretion, AlphaLISA, 16 h; hits give low values; AID 743279; 360,000 compounds, 4.7% hits; activity change, % at 57.5 µM; in the data active means activity change below about -50%; inconclusive means mostly about -30% to -49%; further: on the % scale 0 is the no-effect control and ±100 the full control effect
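THP-1 cells pretreated 1 hr with compounds (up to 57.5 uM final), then stimulated with LPS (250 ng/mL final) plus ATP (1.25 mM final); secreted IL-1B measured by AlphaLISA after 16 hr, decreased signal indicating inhibition.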
S2 tox: cell viability loss in ATXN counter-screen; Potency, µM (doses to about 56.7 µM), usual class: cytotoxic; S2 cells (HEK-293 line with an ATXN2-luciferase reporter) viability, CellTiter-Fluor protease fluorescence, 24 h; 400,000 compounds, 0.49% hits; further: potency means the concentration at half of the fitted maximal effect; nearly all actives have a fitted effect of over 40% in size
MCF10A rerep: inducers of DNA re-replication in MCF 10A breast cells | AID 624296 | MCF 10A DNA re-replication, Hoechst nuclear intensity, 48 h | Potency, µM (doses to about 46.1 µM), for inactives: at the highest dose activity, positive = re-replication, most hits filed as activators | 350,000 compounds, 2.9% hits; further: potency means the concentration at half of the fitted maximal effect; % of control where 0% means no effect; nearly all actives have a fitted effect of over 50% in size
HepG2 tox: counter-screen for TGF-b inhibitors: cytotoxicity in HepG2 cells. AID 588856. HepG2 CAGA-GFP viability, ATP luminescence, 18 h. 410,000 compounds, 0.76% hits. Potency, µM (doses to about 46.1 µM), inactives show at the highest dose activity change, negative = cytotoxicity, hits mostly cytotoxic; further: potency means the concentration at half of the fitted maximal effect; some results filed as inactive show a strong effect at the top dose
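HepG2 CAGA-GFP cells (1000/well, DMEM with 1% FBS) received compound, then TGF-beta at 500 pg/mL final, and were incubated 18 hours at 37 degrees C. Viability was read by CellTiter-Glo luminescence. Media-only wells were set as complete cell-killing and DMSO as no toxicity.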
ATXN2 expr inh: inhibitors of ATXN2 expression; HEK-293 ATXN2-luciferase reporter, luminescence, 24 h; Potency, µM (titrated, usually from 57 µM), for the others: top-dose activity change, negative = inhibition, actives largely listed as inhibitors; 360,000 compounds, 0.72% hits; AID 1745845; further: potency means the concentration at half of the fitted maximal effect; on the % scale 0 is the no-effect control and ±100 the full control effect; nearly all actives have a fitted effect of over 55% in size
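ATXN2-luciferase reporter cells (luciferase flanked by upstream and downstream ATXN2 gene portions) were treated 24 h at 37 °C with compounds at up to 57 uM. SteadyGlo luminescence gave expression; GF-AFC fluorescence gave viability.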
SW480 rerep: induces DNA re-replication in SW480 colon adenocarcinoma cells; Potency, µM (doses to about 46.1 µM), inactives show top-dose re-replication activation, hits mostly activators; SW480 DNA re-replication, Hoechst DNA content imaging, 48 h; 340,000 compounds, 1.8% hits; AID 624297; further: potency means the concentration at half of the fitted maximal effect; % of control where 0% means no effect; nearly all actives have a fitted effect of over 55% in size
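Per well, 250 cells were exposed to pinned compound for 48 hr. Nuclear DNA was visualised with Hoechst (40 min, 37 C) and total object intensity recorded by fluorescence scanning.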
Numbers without * were called inactive; i = inactive; ? = inconclusive; / = no result given; [ ] = remark or other dose. Unless noted, the call rests on the fitted dose curve; in most records, active means well fitted curve in the direction sought with a large enough effect; inconclusive means small, poorly fitted or top-dose-only effect, or another doubt; inactive means no such curve, though single readings can be large; an effect the other way counts as inactive or inconclusive.

SMILES	KB-3-1 cytotox	HT1080 IDH1KD tx	HT1080-NT tox	IL-1B inflam inh	S2 tox	MCF10A rerep	HepG2 tox	ATXN2 expr inh	SW480 rerep
CCOC(=O)c1c(-c2cccs2)csc1NC(=O)CN(CC)CC	-14%	-22%	-4%	42	/	?	-13%	/	18%
COc1ccccc1N(CC(=O)NC1CCCC1)C(=O)CCC(=O)Nc1cc(C)on1	9%	16%	?	10	i	-3%	-2%	-3%	-11%
COC(=O)Nc1ccc(Oc2ccccc2)cc1	-6%	4%	7%	-8	?	2%	-2%	22%	-2%
O=C(CSc1nnc2ccccn12)N1CCc2ccccc21	2%	22%	14%	-7	i	16%	1%	24%	0%
Cc1ccc(-c2ccc(=O)n(CC(=O)Nc3cccc(C(=O)N4CCN(C)CC4)c3)n2)cc1	22%	-29%	8%	0	i	-5%	-25%	-18%	-2%
O=C(Nc1cccc([N+](=O)[O-])c1)Nc1ccc(Cl)cn1	-2%	31%	?	-10	?	-8%	0%	-42%	0%
Nc1ccc(Sc2ccccc2Cl)nc1	0%	2%	-13%	-4	i	0%	3%	-1%	-3%
O=C(COC(=O)c1ccccc1S(=O)(=O)N1CCCCC1)NCC(F)(F)F	8%	-18%	8%	12	i	-31%[inhibitor]	-20%	-3%	-3%
CCOc1ccccc1CNCCSc1nnnn1C	-1%	/	/	/	i	/	8%	1%	/
CCOC(=O)c1c(C)[nH]c(C(=O)C(C)OC(=O)c2oc3ccccc3c2COC)c1C (stereo not given)	?	-5%	-6%	6	i	-2%	-5%	-2%	2%
Cc1oc2c(CN3CCCCC3C)c(O)ccc2c(=O)c1-c1ccccc1 (stereo not given)	3%	-8%	0%	-6	i	?	-14%	-1%	-3%
Cc1ccc(S(=O)(=O)N2CCOC23CCN(C(=O)c2cc(Cl)ccc2Cl)CC3)cc1	?	-11%	-29%	-24	i	-3%	-48%	/	-3%
Cc1cccc(Nc2nnc(SC/C(O)=C(\C#N)c3nc4ccccc4[nH]3)s2)c1C	1%	11%	9%	14	i	13µM*	4%	7%	?
COc1ccc(OC)c(NC(=O)C2(C)CCN2C(=O)CCC2CCCC2)c1 (stereo not given)	0%	-14%	-2%	-4	?	/	-31%	-13%	/
N=c1nc(N)nc2n1NC(c1ccc(F)cc1)=CS2	-23%	?	?	?	i	?	-45%	28%	-1%
O=C(Nc1ccc(Cl)c(Cl)c1)OCc1cnc(Cl)s1	-18%	?	-29%	11	i	?	-70%	-18%	-5%
CC(=O)Nc1ccc(S(=O)(=O)NC2=NCN(CCOC(=O)c3ccccc3)CN2)cc1	10%	-3%	-6%	20	i	-6%	-9%	-6%	-2%
CCc1ccccc1NC(=S)N(CCN(C)C)Cc1cccs1	0%	14%	0%	-13	i	0%	4%	-28%	0%
COc1cccc(C2CC(c3ccc(C(C)C)cc3)n3nc(N)nc3N2)c1 (stereo not given)	8%	6%	1%	7	i	-1%	-1%	-5%	0%
COC(=O)c1c(C(=O)OC)c(-c2ccc(C(C)(C)C)cc2)n2c1CS(=O)C2 (stereo not given)	2%	-5%	-1%	-14	i	9%	2%	-15%	-6%
COc1ccc(CCN(C(=O)C(F)(F)F)C(C(=O)NC2CCCCC2)c2ccc(C)s2)cc1 (stereo not given)	15%	14%	1%	-2	i	-1%	3%	-22%	?
Cc1c(CC(=O)N2CCCCC2)c(=O)oc2cc(O)ccc12	19%	/	/	/	i	/	-1%	11%	/
O=C(CCCN1C(=O)c2ccccc2C1=O)NCCCn1ccnc1	?	4%	10%	19	i	0%	2%	11%	53%[1.84 µM]
Cc1ccc(C2CC(c3cccc(C)c3)n3nc(N)nc3N2)cc1 (stereo not given)	2%	3%	3%	-9	i	0%	-1%	-2%	-4%
COC(=O)C1=C(C)N2C(=O)CSC2=NC1c1ccc2c(c1)OCO2 (stereo not given)	-6%	11%	-3%	-12	i	7%	0%	-3%	0%
Cn1c(SCCCC(=O)c2ccc(Br)cc2)nnc1-c1ccncc1	-15%	-7%	9%	14	i	-184%[0.0737 µM]	6%	-18%	-6%
COc1ccc(C2=NOC(Cn3nc(C(=O)NCc4ccco4)cc3-c3ccccc3)C2)cc1 (stereo not given)	-1%	-2%	-3%	-27	?	0%	0%	-30%	-5%
Cc1cc(C)c(CN2CCN(C(=O)CC[C@H]3O[C@@H](n4ccc(=O)[nH]c4=O)[C@H](O)[C@@H]3O)CC2)c(C)c1	0%	-5%	-3%	-12	i	/	-10%	10%	/
O=C(c1cccc(F)c1)N1CCC(N2CCCCCC2)CC1	12%	-1%	1%	-6	i	4%	-9%	-4%	-7%
Cc1ccccc1C(=O)N1CCC(C(=O)Nc2ccc(S(=O)(=O)N(C)C(C)C)cc2)CC1	?	-19%	-14%	6	i	330%[0.0737 µM]	-3%	?	-27%
CCCn1c(NCc2ccc(N(CC)CC)cc2)nc2ccccc21	-7%	/	/	/	?	/	-55%	?	/
CC(=O)c1ccc(Nc2cc(C)nc3ccc(C)cc23)cc1	?	?	21µM*	-104*	?	?	-45%	-29%	?
CCn1nc2cc(C(=O)NCc3cc(C(F)(F)F)cc(C(F)(F)F)c3)ccc2c1OC	-3%	?	?	-57*	i	-27%	-15%	?	-15%
CCN(CC(=O)Nc1ccccc1SC)Cc1nc2ccccc2c(=O)[nH]1	13%	-7%	0%	66	i	16%	-21%	-19%	?
COc1ccc(C(=O)C[n+]2ccc(N(C)C)cc2)cc1	5.2µM*	?	-9%	22	i	?	17%	-21%	?
CCCSCCCNC(=O)C1CCN(C(=O)c2cnn(-c3ccccc3)c2-n2cccc2)CC1	-7%	/	/	/	i	/	-10%	-19%	/
CC(=O)N1CCN(c2csc3ccc(Cl)cc3c2=O)CC1	8%	/	/	/	i	/	-21%	6%	/
COc1cc(C)ccc1OCCON1C(=O)CCC1=O	-1%	10%	7%	4	i	-14%	15%	10%	3%
O=C(CSc1ccccc1F)NCC(c1ccco1)N1CCCCC1 (stereo not given)	1%	3%	10%	13	i	/	-5%	/	/
C[C@@]12C(=O)N(c3cccc(Cl)c3)C(=O)N1[C@@H]1c3ccccc3OC[C@@H]1[C@H]2c1ccccc1	17%	0%	-9%	13	i	1%	-19%	-8%	8%
Cc1ccc(NS(=O)(=O)c2ccccc2[N+](=O)[O-])cc1S(=O)(=O)N1CCCCC1	3%	-20%	-30%	21	i	12%	7%	8%	-5%
COc1cc(OC)c(NC(=O)CC(=O)Nc2cc(Cl)c(OC)cc2OC)cc1Cl	-1%	-29%	-29%	19	i	?	-13%	/	-2%
OC(CNc1ccccc1)Cn1ccc2ccccc21 (stereo not given)	-7%	?	-21%	5	/	-4%	-5%	-10%	-9%
CCOC(=O)C1CCCN(CCC(=O)Nc2ccc(C)c(C)c2)C1 (stereo not given)	-3%	0%	-16%	-5	i	-27%	1%	2%	-19%
CCN(CC)C(=O)C1CCCN(c2ccc([N+](=O)[O-])cc2/C=N/NC(=O)c2cccc([N+](=O)[O-])c2)C1 (stereo not given)	8%	0%	3%	?	i	11%	-14%	-12%	3%
Cc1ccccc1S(=O)(=O)NC(=O)C1(C)CCN1C(=O)C1(c2ccccc2)CC1 (stereo not given)	0%	22%	5%	-5	i	/	4%	9%	/
O=c1[nH]c2cc3c(cc2cc1CN(Cc1ccco1)C(=S)NCCCN1CCOCC1)OCCO3	-12%	-15%	-12%	-13	?	?	-13%	2%	-7%
O=C(Cn1ncc2c([nH]c3ccccc32)c1=O)NCC1CCN(Cc2ccccc2F)CC1	-3%	9%	12%	0	i	-26%	9%	-21%	-7%
COC(=O)c1cccc(NC(=S)Nc2cccc(Cl)c2C)c1	-1%	11%	15%	-7	i	-4%	-8%	5%	1%
CC1(C(=O)Nc2cccc3ncccc23)CCN1C(=O)CCc1ccccc1 (stereo not given)	-4%	22%	-1%	33	i	/	-3%	4%	/
(continued)
SMILES	KB-3-1 cytotox	HT1080 IDH1KD tx	HT1080-NT tox	IL-1B inflam inh	S2 tox	MCF10A rerep	HepG2 tox	ATXN2 expr inh	SW480 rerep
CCOC(=O)c1c(NC(C)=O)sc(C(=O)NC2CCCC2)c1C	1%	5%	8%	24	i	7%	3%	5%	-8%
C[C@H](CO)N1C[C@H](C)[C@@H](CN(C)C(=O)NC2CCCCC2)Oc2ccc(NC(=O)C3CC3)cc2C1=O	-6%	-2%	1%	2	i	71%	-8%	0%	-9%
CCO[C@@H]1OC(C(=O)N2CCOCC2)=C[C@H](c2ccc(Br)cc2)[C@H]1CCCO	?	-20%	4%	20	i	-6%	-19%	-4%	?
C=CCSc1nnc(NC(=O)c2cccc(S(=O)(=O)N3CCOCC3)c2)s1	8%	1%	1%	5	i	5%	3%	4%	-19%
Cc1cccc(NCc2nc3ccccc3n2Cc2ccccc2)c1	-19%	?	-19%	-26	i	44%[0.0737 µM]	-36%	11%	-5%
CCOc1ccc(NC(=O)CSc2ncn[nH]2)c([N+](=O)[O-])c1	12%	1%	14%	-13	i	-6%	3%	-10%	-70%[inhibitor]
CCOc1ccccc1NC(=O)c1nc(-c2ccccc2)oc1C	?	1%	10%	131	?	0%	-18%	5%	-18%

An excerpt from above in order of their number in SW480 rerep, lowest first.
Compound | SW480 rerep
C=CCSc1nnc(NC(=O)c2cccc(S(=O)(=O)N3CCOCC3)c2)s1 | -19%
C[C@H](CO)N1C[C@H](C)[C@@H](CN(C)C(=O)NC2CCCCC2)Oc2ccc(NC(=O)C3CC3)cc2C1=O | -9%
Cc1cccc(NCc2nc3ccccc3n2Cc2ccccc2)c1 | -5%
